# USP1 inh – USP1/UAF1 (human) deubiquitinase inhibition. O94782. recombinant USP1/UAF1, Ub-Rhodamine cleavage fluorescence. Potency, µM (top dose mostly 57.1 µM), inactives show top-dose activity change, negative = inhibition, actives largely listed as inhibitors. 390,000 compounds, 0.23% hits; also: % is scaled to controls: 0 for no effect and ±100 for the full control effect; nearly all actives have a fitted effect of over 60% in size; inactives centre near -12
#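 In this screen, compounds sit with the deubiquitinase complex (1nM) for 15 min at room temperature before Ub-Rho is added at 150nM final. Fluorescence rise is then followed for 6 reads every 60 seconds.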
# RXFP1 agonist – agonists of human relaxin receptor RXFP1. HEK293T-RXFP1 cAMP TR-FRET, 30 min; response scale: percent of porcine relaxin response, buffer zero. Q9HBX9. AID 2676. Potency, µM (top dose mostly 57.5 µM), without a hit: at the highest dose activation, actives largely listed as activators. 370,000 compounds, 0.3% hits; also: % is scaled to controls: 0 for no effect and ±100 for the full control effect; nearly all actives have a fitted effect of over 60% in size; many of its hits are not listed in these tables
#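 Agonist response is measured as cAMP accumulation in an RXFP1-transfected HEK293T line under PDE4 inhibition. Values are scaled between buffer-only and 29 nM porcine relaxin, and EC50s come from standard Hill equation fits.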
# 12-LOX inh – ALOX12 (human) lipoxygenase inhibition. P18054. purified 12hLO, xylenol orange hydroperoxide absorbance. Potency, µM (series often up to 108 µM), without a hit: at the top dose activity change, negative = inhibition, hits mostly inhibitors. 580,000 compounds, 1.1% hits; also: % is scaled to controls: 0 for no effect and ±100 for the full control effect
#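 Purified human 12hLO (150 nM final) in 25 mM Hepes, 0.01% Triton X-100, pH 7.0 was preincubated 15 min at room temperature with compound. Then 40 uM arachidonic acid was added, 30 min. Hydroperoxide was read by Fe-XO absorbance ratio 573/405 nm.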
# Vif-A3F inh – inhibitors of Vif-A3F interaction | 390,000 compounds, 0.2% hits | HeLa A3F-eYFP + Vif (tagged APOBEC3F with the HIV-1 protein that degrades it), YFP fluorescence increase | Potency, µM (highest dose often 46.1 µM), inactives show at the highest dose activity, negative = active | AID 602313; also: % of control where 0% means no effect; nearly all actives have a fitted effect of over 65% in size
#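 HeLa cells stably expressing A3F-eYFP plus Vif, plated and incubated overnight at 37 deg C, then exposed to compounds overnight at 37 deg C. Blocked degradation read as raised yellow fluorescence (Ex 488/Em 500-530).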
# RGS4 inh – inhibitors of human regulator of G protein signaling 4. P49798. Transcreener GDP fluorescence polarization, RGS4-accelerated GTP hydrolysis. 390,000 compounds, 0.039% hits. Potency, µM (highest dose often 114 µM), without a hit: at the top dose activity change, negative = inhibition, hits mostly inhibitors. AID 504845; also: % is scaled to controls: 0 for no effect and ±100 for the full control effect; nearly all actives have a fitted effect of over 75% in size; some results filed as inactive show a strong effect at the top dose
# Target sequence (P49798 whole entry, looked up): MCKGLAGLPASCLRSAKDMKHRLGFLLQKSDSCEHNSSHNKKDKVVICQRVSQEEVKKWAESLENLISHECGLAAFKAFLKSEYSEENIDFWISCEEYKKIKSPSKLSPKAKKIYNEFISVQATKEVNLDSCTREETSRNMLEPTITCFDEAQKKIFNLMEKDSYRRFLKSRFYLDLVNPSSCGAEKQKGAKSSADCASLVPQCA
#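 MLSMR compounds (23 nl, pin-transferred) preincubated 10 min at room temperature with a 500nM (2x) first reagent, then RGS4 at 900nM (2x) plus Transcreener GDP mix added; fluorescence polarization (620/688 nm) read before and after 90 min at 30 °C.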
# Vif-A3G inh – blocks the Vif interaction with human APOBEC3G. Q9HC16. HeLa A3G-eYFP + Vif (tagged APOBEC3G with the HIV-1 protein that degrades it), YFP fluorescence, overnight. Potency, µM (top dose mostly 46.1 µM), without a hit: at the highest dose activity, negative = active, usual class: inhibitors. 410,000 compounds, 0.076% hits;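 also: % is scaled to controls: 0 for no effect and ±100 for the full control effect; nearly all actives have a fitted effect of over 60% in size; hits raise eYFP signal because A3G escapes Vif-driven loss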
# Target sequence (Q9HC16 whole entry, looked up): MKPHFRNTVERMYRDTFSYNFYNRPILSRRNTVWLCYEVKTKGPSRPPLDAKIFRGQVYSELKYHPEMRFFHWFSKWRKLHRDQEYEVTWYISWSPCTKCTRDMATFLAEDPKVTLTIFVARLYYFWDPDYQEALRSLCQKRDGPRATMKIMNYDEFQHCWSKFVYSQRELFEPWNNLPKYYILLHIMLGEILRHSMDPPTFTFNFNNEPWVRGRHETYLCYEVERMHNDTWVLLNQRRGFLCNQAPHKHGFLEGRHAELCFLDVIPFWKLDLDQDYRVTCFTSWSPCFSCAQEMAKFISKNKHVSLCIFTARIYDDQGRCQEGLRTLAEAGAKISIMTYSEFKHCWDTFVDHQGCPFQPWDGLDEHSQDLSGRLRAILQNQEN
#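 HeLa cells stably expressing Vif and C-terminally eYFP-tagged A3G, seeded overnight at 37 deg C, then exposed to compound by pintool overnight at 37 deg C. Rise in yellow fluorescence (Ex 488/Em 500-530, Acumen) marks blocked Vif-driven A3G degradation.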
# TrxR1 substrate – substrates of rat thioredoxin reductase 1; 390,000 compounds, 0.01% hits; purified TrxR1 substrate turnover, NADPH consumption readout; AID 588456; O89049; Potency, µM (top dose mostly 114 µM), for the others: at the highest dose activity change, negative = substrate turnover; also: % is scaled to controls: 0 for no effect and ±100 for the full control effect; nearly all actives have a fitted effect of over 50% in size
#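 Rat TrxR1, dispensed at 90 nM, was prereduced with 400 uM NADPH (final) for 5 min at ~22 deg C, then incubated with compound 15 min before 400 uM selenite. A first-read NADPH fluorescence drop versus no-compound background flagged substrates.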
# IDH1 R132H inh – human IDH1 R132H inhibition; O75874; IDH1-R132H enzyme, NADPH consumption, diaphorase/resazurin fluorescence; Potency, µM (highest dose often 76.6 µM), inactives show at the top dose activity change, negative = inhibition, actives largely listed as inhibitors; 390,000 compounds, 0.093% hits; also: % is scaled to controls: 0 for no effect and ±100 for the full control effect; nearly all actives have a fitted effect of over 65% in size
# Target sequence (O75874 whole entry R132H, stated change not applied): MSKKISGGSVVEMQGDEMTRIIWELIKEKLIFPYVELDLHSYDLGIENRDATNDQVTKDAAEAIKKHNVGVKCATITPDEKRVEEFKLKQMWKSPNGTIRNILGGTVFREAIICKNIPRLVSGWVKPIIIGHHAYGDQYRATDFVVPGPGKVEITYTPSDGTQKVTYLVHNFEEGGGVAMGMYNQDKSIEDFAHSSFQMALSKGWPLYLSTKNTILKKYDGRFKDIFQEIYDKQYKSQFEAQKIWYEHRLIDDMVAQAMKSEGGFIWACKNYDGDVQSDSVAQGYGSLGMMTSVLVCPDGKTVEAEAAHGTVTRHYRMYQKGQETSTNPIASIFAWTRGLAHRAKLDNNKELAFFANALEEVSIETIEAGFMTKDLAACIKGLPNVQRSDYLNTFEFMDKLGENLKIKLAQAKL
#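 IDH1-R132H (0.5 ug/mL) preincubated 30 min with compound, then NADPH (0.016 mM) and alpha-KG (2 mM) added; 80 min at RT, pH 7.5. Remaining NADPH coupled via diaphorase/resazurin to fluorescence (540/590 nm); concentration-response curves normalized to no-enzyme control.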
# rTrxR1 inhibitor – rat TrxR1 inhibition | O89049 | recombinant rTrxR1, NADPH fluorescence consumption, selenite substrate | Potency, µM (titrated, usually from 114 µM), without a hit: at the highest dose activity change, negative = inhibition, actives largely listed as inhibitors | 390,000 compounds, 1% hits; also: % is scaled to controls: 0 for no effect and ±100 for the full control effect; nearly all actives have a fitted effect of over 65% in size
#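 Rat TrxR1 (90 nM in the dispensed reagent) was pre-reduced with 400 uM NADPH for 5 min at room temperature, then incubated with compound for 15 min. After 400 uM selenite was added, NADPH fluorescence (Ex 340/Em 450 nm) was followed for 8 min.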
# * hit, by the source's call; i = inactive; ? = inconclusive; . = not tested or not shown; [ ] = dose if it differs, or a comment. Calls follow the shape of the dose curve; as a rule, active = well fitted curve in the direction sought with a large enough effect; inconclusive = small, poorly fitted or top-dose-only effect, or another doubt; inactive = no such curve, though single readings can be large; an effect the other way counts as inactive or inconclusive. Potency is read from the fitted curve at half-maximal effect.
SMILES,USP1 inh,RXFP1 agonist,12-LOX inh,Vif-A3F inh,RGS4 inh,Vif-A3G inh,TrxR1 substrate,IDH1 R132H inh,rTrxR1 inhibitor
Cc1occc1-c1nnc(SCC(=O)N2CCCCC2C)o1 (stereo not drawn),-6%,0.8%,7%,1%,23%,0%,-1%,-8%,16%
CC1CCCCC1NC(=O)C(=O)NCC1CCCO1 (stereo not drawn),4%,0.5%,453%[activator],.,17%,-3%,-6%,3%,-6%
CCCN(C(=O)COC(=O)c1cc(CC)c(C)s1)c1c(N)n(Cc2ccccc2)c(=O)[nH]c1=O,-10%,0.8%,-29%,?,8%,-11%,-5%,2%,-4%
CC1Cc2ccccc2N1S(=O)(=O)c1cccc(C(=O)c2nccn2C)c1 (stereo not drawn),-31%,0.0%,-15%,-1%,-7%,0%,-9%,3%,19%
CCCSC1=N/C(=C\c2ccc3c(c2)OCO3)C(=O)S1,-8%,1.2%,-6%,-6%,-13%,-2%,-1%[57.1 µM],0%,17%[57.1 µM]
CC(C)(C)C(=O)NC(=S)NNC(=O)c1ccncc1,-10%,2.1%,-11%,4%,9%,1%,-9%,0%,?
O=C(COC(=O)c1ccco1)NCc1ccc(Cl)cc1Cl,-10%,.,194%[activator],8%,17%,-1%,-1%,1%,79µM*
Cc1cc(C)c2c(CC(=O)Nc3ccc(S(=O)(=O)N4CCCCC4)cc3)coc2c1,-12%,1.0%,-9%,3%,-1%,3%,-2%,4%,17%
COc1ccc(-c2csc(NC(=O)CSc3nc(C)cs3)n2)cc1,?,.,-4%,2%,-43%,0%,-8%,6%,-9%
COc1nsnc1NS(=O)(=O)c1ccc(NC(=S)NC(=O)c2cccnc2)cc1,-3%,5.5%,-25%,5%,-36%,-1%,-10%[57.1 µM],-7%,-29%[57.1 µM]
COc1ccc(C2NC(c3ccc(OC)cc3)C(c3ccccc3)C(=O)C2c2ccccc2)cc1 (stereo not drawn),-9%,0.1%,6%,-6%,-11%,3%,4%[57.1 µM],2%,11%[57.1 µM]
Cc1cc(C)c[n+](-c2[nH]c(=O)sc2/C=N/N=C(\[O-])c2cccnc2)c1,-5%,-1.9%,-4%,-16%,10%,1%,-23%,0%,-14%
O=C(CSc1ccccc1)NCc1ccc2c(c1)CCN2C(=O)c1ccc(Cl)cc1,-29%,-0.6%,-3%,-2%,1%,2%,-11%[57.1 µM],0%,0%[57.1 µM]
CCC(CC)C(=O)NCCc1ccc(OC)c(OC)c1,-13%,0.3%,-4%,-3%,-20%,-1%,-4%[57.1 µM],-9%,6%[57.1 µM]
COC(=O)CS(=O)(=O)c1ccc(C)cc1,-1%,1.4%,?,-9%,1%,0%,1%[57.1 µM],0%,1%[57.1 µM]
CCOC(=O)CN(C)Cc1cn[nH]c1-c1ccc2cc(OC)ccc2c1,-5%,2.2%,?,4%,0%,2%,-5%[57.1 µM],10%,-14%[57.1 µM]
C=CCCC(=O)NC1CCCc2c1cnn2-c1ccccc1F (stereo not drawn),-20%,0.2%,19%,11%,10%,-1%,0%,-4%,15%
CCn1cc(/C=C(\NC(=O)c2cc(OC)c(OC)c(OC)c2)C(=O)NCCN2CCOCC2)c2ccccc21,-27%,1.0%,-10%,-16%,-6%,-12%,-2%,-13%,0%
CC(=O)N/C(=C\c1ccc(F)cc1)C(=O)N(C)C,-15%,1.1%,17%,0%,11%,0%,-6%,5%,-5%
COc1cc(OC)c(S(=O)(=O)NCc2cccnc2)cc1NC(C)=O,-14%,1.3%,-20%,-1%,9%,-2%,7%[0.0914 µM],-15%,14%[57.1 µM]
C=C(C)Cn1c(CCNC(=O)C(C)C)nc2ccccc21,-17%,0.4%,140%[activator][57.4 µM],-7%,-26%,2%,-9%,3%,-14%
Cc1ccn2c(C(=O)CSc3ccc(Cl)cc3)c(C)nc2c1,-23%,1.8%,147%[activator],0%,-21%,1%,-1%,5%,-3%[57.1 µM]
CC1CCN(CC(=O)N2CCN(c3ccccc3)CC2)CC1,-13%,-0.1%,?,-28%,4%,-8%,6%,-2%,16%
COc1ccc(CNC(=O)CCc2nnc3n(C)c(=O)c4sccc4n23)cc1,-9%,?,-2%,-15%,-7%,0%,2%,-5%,6%
O=S(=O)(/C=C/c1ccccc1)N1CCNCC1,-14%,3.5%,-6%,9%,1%,-1%,-3%,0%,-4%

# Next entries.
SMILES,USP1 inh,RXFP1 agonist,12-LOX inh,Vif-A3F inh,RGS4 inh,Vif-A3G inh,TrxR1 substrate,IDH1 R132H inh,rTrxR1 inhibitor
Cc1ccc(NC(=O)COC(=O)c2cc(-c3cccs3)nn2-c2ccccc2)cc1[N+](=O)[O-],-19%,-0.8%,-22%,4%,29%,-3%,-7%,6%,-14%
Cc1cc(N2CCN(C)CC2)nc2ccc(NC(=O)c3ccc4c(c3)OCO4)cc12,-2%,1.2%,?,-4%,?,-16%,17%[57.1 µM],6%,-16%[57.1 µM]
O=C(CCc1nc2ccccc2c(=O)[nH]1)Nc1nnc(SCc2ccc(F)cc2)s1,-11%,-1.0%,?,-6%,-1%,2%,-7%,4%,-5%
FC(F)(F)c1cccc(Cc2noc(CN(Cc3ccccn3)CC3CCCO3)n2)c1 (stereo not drawn),-23%,1.0%,15%,2%,-8%,2%,-2%,0%,6%
CCCOc1ccc(N2C(=O)C3ON(c4ccccc4)C(CCC)C3C2=O)cc1 (stereo not drawn),-5%,0.2%,13%,8%,0%[11.4 µM],-2%,3%[57.1 µM],1%,-55%
Cc1cccc(NC(=O)CSCc2nc3c(nnn3Cc3ccc(F)cc3)c(=O)[nH]2)c1C,-18%,-2.5%,-3%,?,-15%,-1%,6%[57.1 µM],-2%,19%[57.1 µM]
CCNC(=O)N1CCNC(=O)C1CC(=O)OC (stereo not drawn),-12%,-0.1%,-1%,-6%,25%,1%,3%[57.1 µM],-7%,18%[57.1 µM]
CC1(C(=O)N2CCN(c3ccccc3)CC2)CC1(Cl)Cl (stereo not drawn),-26%,2.5%,-13%,-15%,-18%,6%,9%,-6%,25%
COc1cccc(/C=C(\C)C(=O)c2c(C)cc(C)[nH]c2=O)c1OC,-14%,2.2%,.,0%,16%,-3%,-4%,6%,3%
CN1OC[C@@H]2CN(Cc3cc(Cl)cc(Cl)c3)[C@H](c3cccc(-c4ccc(C#N)cc4)c3)C[C@@H]21,-26%,.,-2%,-11%,.,-1%,.,-15%,.
CN(CC(=O)Nc1ccc(F)cc1)C(=O)C1CC(=O)N(Cc2ccccc2)C1 (stereo not drawn),-1%,0.1%,i,1%,-3%,2%,-10%,-5%,-5%
CN(C)c1nc2n(c(=O)n1)CCO2,?,-0.5%,1%,-3%,13%,-2%,4%,-6%,-2%
CCc1ccc(S(=O)(=O)NC2CC(C)(C)NC(C)(C)C2)cc1,-14%,0.4%,-7%,-8%,2%,0%,-8%,0%,4%

# In the list so far, these have an aryl methoxy group:
SMILES,USP1 inh,RXFP1 agonist,12-LOX inh,Vif-A3F inh,RGS4 inh,Vif-A3G inh,TrxR1 substrate,IDH1 R132H inh,rTrxR1 inhibitor
COc1ccc(-c2csc(NC(=O)CSc3nc(C)cs3)n2)cc1,?,.,-4%,2%,-43%,0%,-8%,6%,-9%
COc1nsnc1NS(=O)(=O)c1ccc(NC(=S)NC(=O)c2cccnc2)cc1,-3%,5.5%,-25%,5%,-36%,-1%,-10%[57.1 µM],-7%,-29%[57.1 µM]
COc1ccc(C2NC(c3ccc(OC)cc3)C(c3ccccc3)C(=O)C2c2ccccc2)cc1 (stereo not drawn),-9%,0.1%,6%,-6%,-11%,3%,4%[57.1 µM],2%,11%[57.1 µM]
CCC(CC)C(=O)NCCc1ccc(OC)c(OC)c1,-13%,0.3%,-4%,-3%,-20%,-1%,-4%[57.1 µM],-9%,6%[57.1 µM]
CCOC(=O)CN(C)Cc1cn[nH]c1-c1ccc2cc(OC)ccc2c1,-5%,2.2%,?,4%,0%,2%,-5%[57.1 µM],10%,-14%[57.1 µM]
CCn1cc(/C=C(\NC(=O)c2cc(OC)c(OC)c(OC)c2)C(=O)NCCN2CCOCC2)c2ccccc21,-27%,1.0%,-10%,-16%,-6%,-12%,-2%,-13%,0%
COc1cc(OC)c(S(=O)(=O)NCc2cccnc2)cc1NC(C)=O,-14%,1.3%,-20%,-1%,9%,-2%,7%[0.0914 µM],-15%,14%[57.1 µM]
COc1ccc(CNC(=O)CCc2nnc3n(C)c(=O)c4sccc4n23)cc1,-9%,?,-2%,-15%,-7%,0%,2%,-5%,6%
COc1cccc(/C=C(\C)C(=O)c2c(C)cc(C)[nH]c2=O)c1OC,-14%,2.2%,.,0%,16%,-3%,-4%,6%,3%

# The list is partial; the hit share may differ from the screen's.
